Screens as filed in PubChem BioAssay.
GAA inhib: blocks human lysosomal alpha-glucosidase | P10253 | purified human GAA, 4-MU-alpha-glucoside fluorescence | Potency, µM (highest dose often 76.9 µM), for inactives: top-dose activity change, negative = inhibition, most hits filed as inhibitors | actives 0.005% (n = 200,000);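 also: plate controls were uninhibited enzyme wells for no effect and no-enzyme background for full effect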
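Human enzyme at 4 nM with 400 uM 4-methylumbelliferyl-alpha-D-pyranoside, citrate/phosphate buffer pH 5.0, 0.005% Tween-20, 20 min at room temperature. Compounds up to 77 uM. 4-MU fluorescence (Ex 365/Em 440) read after NaOH/glycine stop; AC50 from Hill fit.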
Tau fluor counter: counter-screen for tau fibril formation inhibitors; tau K18 P301L Alexa594 fluorescence, heparin fibrillization; Potency, µM (doses to about 57.7 µM), for the others: top-dose activity change, negative = decrease; actives 0.93% (n = 280,000); also: % is scaled to controls: 0 for no effect and ±100 for the full control effect; nearly all actives have a fitted effect of over 55% in size
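Human tau K18 P301L (15 uM unlabeled, 0.24 uM Alexa 594-labeled) in 100 mM sodium acetate pH 7 with 20 uM heparin, 6 hr at 37 C. ThT 30 uM added, 1 hr ambient; Alexa 594 FP and total fluorescence read at 555/632 nm.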
Tau fibril ThT: tau fibrillization inhibition (ThT binding). recombinant tau K18 P301L (four-repeat tau fragment), heparin-induced fibrillization, ThT fluorescence. Potency, µM (titrated, usually from 57.4 µM), inactives show at the highest dose activity, negative = inhibition, usual class: inhibitors. actives 2.1% (n = 270,000). AID 1460; also: % is scaled to controls: 0 for no effect and ±100 for the full control effect; nearly all actives have a fitted effect of over 55% in size
Target sequence (P10636 561-689 P618L limits assumed): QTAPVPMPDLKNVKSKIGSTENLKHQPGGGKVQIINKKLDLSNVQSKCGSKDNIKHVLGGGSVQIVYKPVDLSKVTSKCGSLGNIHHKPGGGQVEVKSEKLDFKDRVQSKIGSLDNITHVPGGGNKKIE
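Recombinant human tau K18 fragment […] carrying P301L, 15 uM unlabeled plus 0.24 uM Alexa 594-labeled, was fibrillized with 20 uM heparin in 100 mM sodium acetate pH 7 for 6 hr at 37 C; 30 uM ThT fluorescence read after 1 hr.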
Tau FP inhib: tau fibrillization inhibition (FP) | actives 0.39% (n = 280,000) | K18 P301L tau heparin fibrillization, Alexa594 FP, 6 h | P10636 | AID 1468 | Potency, µM (titrated, usually from 57.7 µM), for the others: top-dose activity, negative = inhibition, usual class: inhibitors; also: % is scaled to controls: 0 for no effect and ±100 for the full control effect; nearly all actives have a fitted effect of over 55% in size
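Recombinant K18 P301L […], labeled with Alexa 594 at 0.24 uM over 15 uM unlabeled; heparin inducer 20 uM final; 37 C, 6 hr; FP endpoint.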
HTT ATP protect: protects HTT-Q103 PC12 cells, measured by ATP. AID 1471. actives 0.14% (n = 230,000). PC12 HTT-Q103 induced, cytoprotection, ATP luminescence, 40 h. Potency, µM (doses to about 56.4 µM), without a hit: cytoprotection (ATP increase), most hits filed as activators;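 also: % of control where 0% means no effect; nearly all actives have a fitted effect of over 45% in size; toxic huntingtin expression switched on by the ecdysone agonist tebufenozide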
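Rat PC12, Q103 Htt exon1-GFP fusion, ecdysone promoter; tebufenozide inducer 100 nM final; compound titration; qHTS, 1500 cells/well; ATPlite luminescent read.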
aGal spleen mod: alpha-galactosidase A (human) modulation; AID 2107; P06280; Potency, µM (top dose mostly 80 µM), for inactives: at the top dose activity change, negative = inhibition, usual class: inhibitors; actives 0.008% (n = 240,000); human spleen homogenate, 4MU-alpha-Gal fluorescence, 40 min;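 also: 0% = enzyme with vehicle and -100% = no enzyme basal signal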
Target sequence (P06280 32-429 limits assumed): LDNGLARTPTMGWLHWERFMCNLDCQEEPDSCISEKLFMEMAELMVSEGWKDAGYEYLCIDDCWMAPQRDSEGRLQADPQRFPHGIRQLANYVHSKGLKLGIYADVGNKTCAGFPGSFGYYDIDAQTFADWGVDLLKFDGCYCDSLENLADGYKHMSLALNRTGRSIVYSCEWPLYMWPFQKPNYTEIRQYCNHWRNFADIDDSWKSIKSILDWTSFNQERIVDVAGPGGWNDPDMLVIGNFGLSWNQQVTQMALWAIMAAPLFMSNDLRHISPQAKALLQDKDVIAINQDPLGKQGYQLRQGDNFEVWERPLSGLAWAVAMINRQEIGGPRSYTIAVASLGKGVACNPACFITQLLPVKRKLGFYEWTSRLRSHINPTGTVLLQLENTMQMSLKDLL
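Spleen homogenate 1 ug + cpd (titration) + 4-MU-alpha-D-galactopyranoside 1 mM; 37C 40 min; 50 mM citrate/phosphate pH 5.0, 0.01% Tween-20; stop pH 10; fluorescence 365/440; AC50 via Hill.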
GAA glycogen: alters human alpha-glucosidase cleavage of glycogen; P10253; recombinant GAA, glycogen substrate, Amplex Red glucose oxidase fluorescence; Potency, µM (top dose mostly 76.4 µM), without a hit: at the top dose activity change, negative = inhibition, actives largely listed as inhibitors; actives 0.38% (n = 300,000); AID 2100;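 also: 0% = full enzyme reaction and -100% = no-enzyme basal signal; the screen sought inhibitors and activators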
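qHTS, 1536-well; enzyme 4 nM final; cpd up to 77 uM; substrate bovine liver glycogen 30 ug; 50 mM citrate/phosphate pH 5.0, 0.01% Tween-20; 37 C, 40 min; Amplex Red detection 45 min RT; Hill fit → AC50.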
aGlu spleen mod: inhibits or activates alpha-glucosidase in human spleen homogenate; human spleen homogenate, 4-MU-alpha-glucoside fluorescence; Potency, µM (top dose mostly 79.9 µM), without a hit: at the top dose activity change, negative = inhibition, actives largely listed as inhibitors; actives 0.006% (n = 240,000);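 also: 0% = enzyme with vehicle and -100% = no enzyme basal signal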
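Compounds were titrated against alpha-glucosidase in spleen homogenate at pH 5.0, with 1 mM 4-methylumbelliferyl substrate for 40 min at 37 C. Reactions were quenched with pH 10 NaOH/glycine and fluorescence measured.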
* = called active by the depositor; ? = inconclusive; nt = not tested or not shown; [ ] = another dose, or the depositor's remark. Calls follow the shape of the dose curve; as a rule, active = well fitted curve in the direction sought with a large enough effect; inconclusive = small, poorly fitted or top-dose-only effect, or another doubt; inactive = no such curve, though single readings can be large; an effect the other way counts as inactive or inconclusive. Potency is read from the fitted curve at half-maximal effect.

SMILES | GAA inhib | Tau fluor counter | Tau fibril ThT | Tau FP inhib | HTT ATP protect | aGal spleen mod | GAA glycogen | aGlu spleen mod
COc1ccc2c(C)c(Cc3ccccc3)c(=O)oc2c1OC | ? | -12% | -6% | -2% | -41%[inhibitor] | 0% | -16% | -15%
Cc1noc(N)c1C(=O)Nc1ccccc1F | 1% | -6% | -1% | 1% | 15% | 1% | -7% | -1%
COC(=O)c1sc2nc(N3CCCCC3)c3c(c2c1N)CCCC3 | ? | ? | -22% | 25% | -9% | 5% | -2% | -3%
COC(=O)c1cccc(-n2c(CCC(=O)O)ccc2-c2ccc(OC)cc2)c1 | nt | -12% | ? | 1% | nt | nt | 15%[76.3 µM] | nt
O=C(CN1C(=O)c2ccccc2C1=O)NN1C(=O)c2ccccc2C1=O | -3%[15.4 µM] | -1% | ? | ? | -24% | -17% | 0% | -15%
Cc1ccc(CSc2nc3ccncc3n2Cc2nc(-c3ccccc3C)oc2C)cc1 | nt | -27% | -13% | 2% | nt | nt | -13%[76.3 µM] | nt
COc1cc(NS(=O)(=O)c2ccc(NC(=O)c3ccco3)cc2)nc(OC)n1 | -10% | 5% | -6% | 0% | 7%[10 µM] | 1% | 3% | 3%
CC(=O)Nc1ccc(-c2ccc(NC(C)=O)cc2)cc1 | 4% | 2% | -6% | 12% | -27% | -8% | -2% | -8%
Cc1ccccc1C(=O)Nc1nc2n(n1)C(c1ccccc1)CC(=O)N2 (stereo not drawn) | 6% | -3% | -6% | 0% | 9% | -2% | 4% | -1%
c1nc(NCCN2CCOCC2)c2cc(-c3ccc4c(c3)OCO4)ccc2n1 | nt | -16% | ? | -2% | -19% | -13% | nt | 2%
O=C(Cn1cc(S(=O)(=O)Cc2ccccc2Cl)c2ccccc21)NCc1ccccc1Cl | nt | ? | -2% | -8% | nt | nt | -11%[76.3 µM] | nt
O=C(NCc1ccco1)c1ccc(Cn2c(=S)[nH]c3ccccc3c2=O)cc1 | 3% | -18% | -8% | ? | -71%[inhibitor] | 2% | -3% | -4%
COc1cnc(-c2ccccn2)nc1Oc1c(C)cccc1C | -15% | -7% | -14% | 5% | ? | -1% | 6% | 7%
Cc1cccc(C(=O)NC(NCc2ccco2)C(Cl)(Cl)Cl)c1 (stereo not drawn) | 4% | -2% | -4% | 5% | -14% | 13% | -15% | 3%
CCn1c(COc2ccc(C(C)C)cc2)nnc1SCC(=O)Nc1nccs1 | 4% | 0% | -9% | -6% | -11% | -4% | -8% | -6%
O=c1c(-c2ccc(O)cc2)coc2c(C3OC(CO)C(O)C(O)C3O)c(O)ccc12 (stereo not drawn) | nt | -2% | 0% | -3% | 7% | 25% | nt | 10%
CCS(=O)(=O)n1nc(-c2ccccc2)cc1N | -1% | -5% | -4% | -2% | -12% | 9% | 11% | 5%
CCCCn1nc(C(=O)Nc2cc(S(=O)(=O)N(C)C)ccc2C)c2ccccc2c1=O | nt | -9% | nt | -11% | -5%[10 µM] | -10% | 1% | -14%
CC1CCN(c2ncnc3c2cnn3Cc2ccc(Cl)cc2)CC1 | -2% | -12% | -19% | 7% | -49%[inhibitor] | 2% | 5% | -6%
C=CCOc1c(Br)cc(CNc2ccc(NC(=O)C(C)C)c(OC)c2)cc1OC | -5% | -25% | ? | 5% | -18% | 1% | -26% | 1%
CCc1nnc(NC(=O)CN2CCN(C3CCCCC3)CC2)s1 | -2% | -6% | -4% | -4% | 9% | 4% | 11% | 2%
CC(NC(=O)Cn1c(NCCO)nc2ccccc21)C1CC2CCC1C2 (stereo not drawn) | -5% | -1% | -7% | 0% | -31%[inhibitor] | 6% | 4% | 0%
Cn1c(=Nc2ccc(N3CCOCC3)cc2)ccc2ccccc21 | -9% | -5% | -15% | -5% | -5% | -7% | 12% | -26%
Cc1nc(C(=O)Nc2ccccc2)sc1C1(C)CC(c2cccnc2)=NO1 (stereo not drawn) | nt | -7% | 3% | -2% | 12%[10 µM] | 14% | 4% | 8%
CN(Cc1ccccc1)C(=O)c1ccco1 | 9% | 11% | 4% | -8%[2.34 µM] | -21%[10 µM] | 6% | -9% | 4%
CC(C)=C1C2CC2C2C(C(=O)O)C12 (stereo not drawn) | -2% | -5% | -4% | -10% | -1% | 2% | 10% | 1%
COc1ccccc1NC(=O)NC1(C(=O)N2CCCCCC2)CCCCC1 | 5% | -4% | -5% | 0% | 0%[10 µM] | -2% | 1% | -3%
CCOc1ccc(-c2nn[nH]n2)cc1 | -7% | -6% | -8% | -8% | -25% | 0% | 5% | 0%
CCOC(=O)C1=C(C)NC(=O)NC1c1cc(C)sc1C (stereo not drawn) | 1% | -1% | -4% | -2% | -10% | -13% | 5% | -1%
CCC(C)(C)n1nnnc1C(c1cc2cc(C)cc(C)c2[nH]c1=O)N1CCN(Cc2ccc3c(c2)OCO3)CC1 (stereo not drawn) | 9% | -7% | -14% | 3% | -15% | -1% | 15% | -2%
Oc1ccc(CNc2ccc(F)cc2)c2cccnc12 | -6% | -20% | ? | 5% | -38% | 1% | 1% | 4%
Cc1ccsc1C(=O)OCC(=O)N1CCOCC1 | -3% | -3% | 3% | -11% | 2% | ? | 3% | -22%
Cc1noc(N)c1C(=O)Nc1ccc(F)c(Cl)c1 | 1% | -13% | -9% | 6% | -27% | -4% | 4% | 11%
O=C(NCc1ccco1)C1CC(c2ccc(Cl)cc2)=NO1 (stereo not drawn) | 2% | 6% | 8% | -2% | -26%[10 µM] | -8% | -2% | 6%
Cc1ccc(NC(=O)c2cc(-c3cccs3)nc3ccccc23)nc1 | ? | ? | -8% | -17% | 9%[10 µM] | 10% | 0% | -8%
COc1cc2c(cc1OC)CN(C(=S)Nc1ccc(C)cc1C)CC2 | 4% | -5% | -8% | 0% | -11%[10 µM] | 4% | -10% | -2%
N=C1/C(=C/c2cccs2)C(=O)N=C2SN=C(SCc3ccccc3)N12 | -3% | ? | 18µM* | 3% | -19% | 13% | -1% | 3%
CN(C)C(CNC(=O)Cc1cccc(C(F)(F)F)c1)c1ccco1 (stereo not drawn) | -3% | -9% | -7% | 1% | -3% | 1% | 2% | 2%
CCOCCCNC(=O)Cn1nc(C)n2c(cc3cc(C)ccc32)c1=O | nt | 4% | -1% | -1% | nt | nt | -2%[76.3 µM] | nt
O=S(=O)(CC(CN1CCOCC1)N1CCOCC1)c1ccccc1 (stereo not drawn) | -7% | -8% | 0% | -1% | -7% | 7% | 8% | 3%

Quoted from above, three compounds:
SMILES | GAA inhib | Tau fluor counter | Tau fibril ThT | Tau FP inhib | HTT ATP protect | aGal spleen mod | GAA glycogen | aGlu spleen mod
COc1ccc2c(C)c(Cc3ccccc3)c(=O)oc2c1OC | ? | -12% | -6% | -2% | -41%[inhibitor] | 0% | -16% | -15%
Cc1noc(N)c1C(=O)Nc1ccccc1F | 1% | -6% | -1% | 1% | 15% | 1% | -7% | -1%
COC(=O)c1sc2nc(N3CCCCC3)c3c(c2c1N)CCCC3 | ? | ? | -22% | 25% | -9% | 5% | -2% | -3%

Next part.
SMILES | GAA inhib | Tau fluor counter | Tau fibril ThT | Tau FP inhib | HTT ATP protect | aGal spleen mod | GAA glycogen | aGlu spleen mod
CCN(CC)C(=S)Nc1ccc(C(=O)OC)cc1 | 3% | -10% | -13% | ? | -12%[10 µM] | 14% | -2% | 10%
Cn1cc(CN2CCC(C(=O)N3CCCCC3)CC2)c(-c2ccccc2F)n1 | -6%[15.4 µM] | -13% | -15% | -8% | -7% | -6% | 3% | 0%
CCn1c2ccccc2c2cc(NC(=O)CSc3nccc(=O)[nH]3)ccc21 | ? | ? | ? | 4% | -6%[10 µM] | 11% | ? | 9%
Cc1ccc2nc(S(=O)(=O)O)[nH]c2c1 | ? | 3% | 1% | 3% | -24%[0.074 µM] | 2% | 5% | 0%
N#CCOC(=O)C1CSC2(c3ccc(Br)cc3)CCC(=O)N12 (stereo not drawn) | -3% | -13% | -11% | -6% | 6%[10 µM] | -1% | 1% | 0%
COc1ccc(CNC(=O)CCc2c(C)c3cc4c(C)coc4cc3oc2=O)cc1 | nt | -5% | 0% | 4% | nt | nt | -10%[76.3 µM] | nt
CC(NC(=O)C1CCN(C(=O)N2CCOc3ccccc32)CC1)c1ccccc1 (stereo not drawn) | nt | ? | ? | 10% | nt | nt | -18%[76.3 µM] | nt
COc1ccc(CNC(=O)C2CCCN(S(=O)(=O)c3c(C)nn(C)c3C)C2)cc1 (stereo not drawn) | 3% | -2% | 5% | 2% | -9% | 3% | 5% | 3%
NC(=O)c1c(NC(=O)CN2CCCC2)sc2c1CCCC2 | ? | 6% | 1% | -2% | 13%[10 µM] | 10% | 5% | -20%
COc1cccc(/C=N/NC(=O)CSc2ccccc2C)c1O | ? | ? | ? | 7% | nt | 8% | 11% | -7%
COc1ccc(CNC(=O)CN(C)c2nn3c(=O)cc(C)nc3s2)cc1 | nt | -3% | 1% | -4% | nt | nt | 15%[76.3 µM] | nt
COc1ccc(C(=O)OCCN2CCCCC2)cc1 | 0% | -6% | 2% | 7% | 6% | 1% | 3% | 5%
CCN1CCCC1CNC(=O)C(=O)Nc1ccccc1OC (stereo not drawn) | 2% | -5% | -6% | -1% | 8% | 9% | 4% | -7%
COc1ccc(NC(=O)c2ccccc2SC)c(OC)c1 | 9% | -10% | -9% | 5% | -16% | -6% | -3% | -9%
N#CC(C(=O)NC1CCCCC1)c1nc2ccccc2nc1N1CCN(c2ccccc2F)CC1 (stereo not drawn) | -4% | -7% | -11% | 5% | -24% | -12% | 3% | -7%

4 compounds from above, reduced to aGlu spleen mod, HTT ATP protect and Tau fibril ThT:
SMILES | aGlu spleen mod | HTT ATP protect | Tau fibril ThT
CCn1c(COc2ccc(C(C)C)cc2)nnc1SCC(=O)Nc1nccs1 | -6% | -11% | -9%
CCn1c2ccccc2c2cc(NC(=O)CSc3nccc(=O)[nH]3)ccc21 | 9% | -6%[10 µM] | ?
Cc1ccc(CSc2nc3ccncc3n2Cc2nc(-c3ccccc3C)oc2C)cc1 | nt | nt | -13%
NC(=O)c1c(NC(=O)CN2CCCC2)sc2c1CCCC2 | -20% | 13%[10 µM] | 1%
